West Nile antiviral: West Nile virus antiviral activity, cell-based, CPE readout (AID 1621); CPE inhibition, % at 10 µM, or IC50 in µM where a hit was titrated; West Nile virus-infected cells, CPE inhibition; higher % means a stronger effect; 0.02% of 290,000 active; in the data active means a potency from the dose series; further: strong numbers were not always called active
P. falciparum M1AAP: P. falciparum M1AAP inhibitors, biochemical, fluorogenic H-Leu-NHMec substrate, 1536-well (AID 1445); recombinant M1AAP, H-Leu-NHMec fluorogenic kinetic assay; higher % means a stronger effect; Aminopeptidase N (Plasmodium falciparum (isolate 3D7)); 0.42% of 220,000 active; one-dose inhibition, % at 30 µM; IC50 in µM for titrated hits;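 active means primary inhibition above the hit cutoff, then over 50% inhibition at one or more dose response concentrations, cut at about 23% in these data, passing the limit was not always enough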;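 further: plate controls were DMSO full reaction for no effect and no enzyme background for full effect; strong numbers were not always called active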
Yfh1-depleted yeast: enhancers of respiration in Yfh1-depleted yeast, dose response, Friedreich's ataxia, plus single-dose screen (AID 1465); S. cerevisiae Yfh1-off respiration, WST-1 reduction, 72 h; higher fold induction means a stronger effect; 0.074% of 220,000 active; one-dose fold induction at 50 µM; EC50 in µM for titrated hits;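 active means fold induction of absorbance versus untreated yeast above a set limit, then at least 30% activation at any dose in follow-up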;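 further: activators that raise dye reduction in frataxin-depleted yeast; strong numbers were not always called active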
PMI inhibition: human PMI inhibitors, high substrate, primary screen, biochemical, fluorescence intensity, high mannose 6-phosphate (AID 1220); recombinant PMI enzyme, coupled fluorescence intensity; higher % means a stronger effect; inhibition, % at 20 µM; hits with a dose series show IC50 in µM; Mannose-6-phosphate isomerase (Homo sapiens); 0.66% of 190,000 active; in the data active means inhibition above about 50%
SIAH1 antagonists: Siah-1 peptide-binding antagonists, primary screen, biochemical, fluorescence polarization, rhodamine-plectin, uHTS (AID 1817). E3 ubiquitin-protein ligase SIAH1 (Homo sapiens). Siah-1 / rhodamine-plectin peptide fluorescence polarization; higher % means a stronger effect. one-dose displacement, % at 20 µM; IC50 in µM for titrated hits. 0.02% of 290,000 active;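 active means displacement of at least 50% at 20 µM, with a fluorescence ratio check between 0.3 and a set limit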;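 further: plate controls were Siah plus tracer with DMSO for no effect and tracer alone without Siah for full effect; strong numbers were not always called active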
XIAP displacement: XIAP antagonists, biochemical, IAP family, fluorescence polarization (AID 1018); displacement, % at 20 µM, or IC50 in µM where a hit was titrated; 0.007% of 200,000 active; XIAP BIR domain, fluorescence polarization peptide displacement; higher % means a stronger effect; in the data active means displacement above about 50%; further: a part of the inactive calls stands beside numbers as strong as those of hits
Salmonella PhoP GFP: inhibitors of PhoP regulon expression, primary screen, Salmonella Typhimurium, GFP reporter (AID 1863); S. Typhimurium PhoP-regulated promoter GFP reporter, 4 h; higher % means a stronger effect; one-dose inhibition, % at 50 µM; IC50 in µM for titrated hits; 0.16% of 300,000 active;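 active means inhibition over 29.93%, a cutoff 3 SD above the screen mean, later confirmed by dose response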;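 further: 0% = low Mg2+ inducing control and 100% = high Mg2+ repressing control; strong numbers were not always called active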
ER stress rescue: rescue of cells from ER stress-induced death, primary screen, 384-well, CSM14.1, thapsigargin, ATP luminescence (AID 1222). CSM14.1 thapsigargin-induced death rescue, ATP luminescence; higher % means a stronger effect. one-dose cellular ATP content (survival), % at 20 µM; EC50 in µM for titrated hits. 190,000 tested, under 10 active;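 active means EC50 below 50 µM in the dose-response confirmation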;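 further: death triggered by thapsigargin at about 15 µM added after 2 h compound pretreatment; cell ATP read after overnight thapsigargin exposure of roughly 18 to 22 hours; normalized against plate controls of thapsigargin alone and 5% DMSO vehicle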
M17LAP inhibition: P. falciparum M17LAP inhibitors, primary screen, biochemical, fluorogenic H-Leu-NHMec substrate, 1536-well (AID 1619); Leucine aminopeptidase (Plasmodium falciparum (isolate 3D7)); recombinant M17LAP, H-Leu-NHMec fluorogenic kinetic assay; higher % means a stronger effect; inhibition, % at 30 µM, or IC50 in µM where a hit was titrated; 0.38% of 220,000 active;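 active means compound inhibiting the enzyme by more than half at any dose during confirmatory dose-response retesting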;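 further: plate controls were full reaction with DMSO carrier for no effect and no enzyme background for full effect; strong numbers were not always called active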
* marks the source's active call; other numbers are inactive results; i = inactive; · = not tested or not shown. Not a hit list (roughly 1.6% active in at least one column).

SMILES | West Nile antiviral | P. falciparum M1AAP | Yfh1-depleted yeast | PMI inhibition | SIAH1 antagonists | XIAP displacement | Salmonella PhoP GFP | ER stress rescue | M17LAP inhibition
CCC(C)c1ccc(NC(=O)c2cccnc2)cc1 (stereo unspecified) | -0.6% | 1.3% | i | 1.8% | -1.4% | -2.7% | 5.9% | -1.2% | -5.1%
COc1ccc2[nH]c(=O)c(CN(C)C(=O)C3CCCCC3)cc2c1 | 0.6% | 5.0% | i | 28.9% | 0.0% | -2.1% | -3.1% | -1.3% | -9.8%
CCC(CC)C(=O)c1c[nH]c(C(=O)N2CCN(c3ccccc3)CC2)c1 | -0.4% | -3.6% | i | 9.8% | 0.6% | -4.3% | 2.1% | 0.7% | 1.0%
Cn1c(=O)c2c(ncn2CC(=O)N2CCCc3ccccc32)n(C)c1=O | 0.1% | -8.3% | i | -10.0% | -1.3% | -7.3% | -13.1% | 0.0% | 0.0%
CCCCNC(=O)N1CCN(Cc2ccc(F)cc2)CC1 | -0.8% | 11.8% | i | 7.6% | -3.0% | 4.5% | -6.3% | -1.0% | 6.7%
CCn1c(SCC(=O)N/N=C/c2cccs2)nc2ccccc21 | -0.5% | 2.3% | i | 14.4% | -1.7% | -12.8% | 6.8% | -1.4% | 7.1%
Cc1ccc(NS(=O)(=O)c2cc3c4c(cccc4c2)C(=O)NC3=O)cc1 | -0.2% | 5.4% | i | -9.4% | 1.9% | -4.0% | -8.9% | -1.1% | 1.3%
O=C(NCc1ccccc1)C(c1ccccc1)N(Cc1cccs1)C(=O)c1cnccn1 (stereo unspecified) | -0.3% | 7.9% | i | -3.1% | 4.7% | -6.4% | 3.5% | 2.6% | 2.2%
CSc1ccccc1NC(=O)c1ccccc1C | -0.6% | -0.3% | i | 10.0% | -2.8% | -5.4% | 2.6% | 2.3% | -2.6%
Cc1cccc(OCCC(=O)N(C)CC(=O)Nc2cccc3ccccc23)c1 | -0.7% | 10.1% | i | 7.8% | -0.7% | -9.8% | -4.6% | 2.6% | 23.2%
Cc1ccc(S(=O)(=O)N(C)C)cc1NC(=O)COC(=O)/C=C/c1cnc2ccccc2n1 | 0.2% | 4.7% | i | -8.4% | -3.7% | -9.3% | -6.0% | 0.1% | 10.2%
CC12CN3CC(C)(CN(C1)C3c1cc3ccccc3[nH]1)C2=O (stereo unspecified) | 0.3% | 10.9% | i | 0.3% | -0.7% | -5.6% | -4.2% | -1.3% | 3.1%
COC(=O)C1=C(CSc2nc3ccccc3o2)NC(=O)NC1c1cc(C)ccc1C (stereo unspecified) | -0.5% | -2.4% | i | 11.2% | 1.5% | -4.1% | 33.1% | 0.3% | 2.2%
Cc1ccc(-n2c(Cn3cnc4ccccc43)nnc2SCC(=O)O)cc1 | -0.1% | 10.6% | i | -28.3% | 2.1% | -1.2% | -8.6% | -0.1% | 10.6%
S=c1[nH]nc(-c2ccccn2)n1/N=C/c1ccccc1 | -0.2% | 0.0% | i | -12.9% | 3.9% | 1.5% | -15.4% | -3.2% | 32.8%
COC(=O)c1cccc(Cn2c(Cl)c(/C=N/Nc3ccccc3C)sc2=O)c1 | -1.5% | 9.4% | i | -153.6% | -3.3% | -3.1% | 25.2% | -3.4% | 12.2%
N#CC(c1ccc(Cl)cc1)c1nc2ccccc2nc1C(F)(F)F (stereo unspecified) | 0.0% | 9.1% | i | 6.0% | -3.4% | 7.7% | -3.8% | -1.6% | -3.0%
COc1ccccc1C(=O)N1CCN(C(=O)c2ccncc2)CC1 | 0.3% | -0.6% | i | -11.0% | -5.4% | -2.5% | 6.1% | · | 7.1%
CC(C)(C)C1CCC(=NNS(=O)(=O)c2ccc(Br)cc2)CC1 (stereo unspecified) | 0.4% | -2.9% | i | -37.4% | -1.1% | 3.1% | -0.2% | 0.3% | 10.3%
O=C(C1=C[C@H](c2ccc3c(c2)OCO3)C[C@H](OCCCCO)O1)N1CCN(Cc2ccccc2)CC1 | -0.5% | 5.5% | i | 12.8% | 0.1% | -8.2% | -6.8% | 5.1% | 2.9%
Cc1sc2nc(CSc3ccc([N+](=O)[O-])cc3)[nH]c(=O)c2c1C | -0.9% | 1.4% | i | -23.8% | 7.8% | -3.8% | -14.1% | 1.1% | -4.2%
COc1cccc(OC)c1C(=O)Nc1ccccc1C(=O)N1CCOCC1 | 0.6% | -1.8% | i | 11.1% | -0.9% | -8.1% | -2.5% | -1.8% | 2.4%
CN1CCN(CC(O)COC(c2ccccc2)c2ccccc2)CC1 (stereo unspecified) | -1.0% | -1.2% | i | -2.9% | 3.8% | -2.7% | 5.4% | 0.6% | 35.0%
COc1cc(NC(=O)c2ccno2)cc(C(=O)Nc2cccc(C(F)(F)F)c2)c1 | 0.3% | 3.5% | i | · | 12.6% | · | 4.5% | · | 4.9%
O=C(OCC(=O)N1CCN(c2ccccc2)CC1)c1ccco1 | -0.6% | 5.5% | i | -65.7% | -0.2% | -6.7% | 12.7% | -0.8% | 2.4%

Gathered by group: the compounds so far containing a CF3 group.
SMILES | West Nile antiviral | P. falciparum M1AAP | Yfh1-depleted yeast | PMI inhibition | SIAH1 antagonists | XIAP displacement | Salmonella PhoP GFP | ER stress rescue | M17LAP inhibition
N#CC(c1ccc(Cl)cc1)c1nc2ccccc2nc1C(F)(F)F (stereo unspecified) | 0.0% | 9.1% | i | 6.0% | -3.4% | 7.7% | -3.8% | -1.6% | -3.0%
COc1cc(NC(=O)c2ccno2)cc(C(=O)Nc2cccc(C(F)(F)F)c2)c1 | 0.3% | 3.5% | i | · | 12.6% | · | 4.5% | · | 4.9%

Back to the main list; the 2 compounds before the break are reprinted first.
SMILES | West Nile antiviral | P. falciparum M1AAP | Yfh1-depleted yeast | PMI inhibition | SIAH1 antagonists | XIAP displacement | Salmonella PhoP GFP | ER stress rescue | M17LAP inhibition
COc1cc(NC(=O)c2ccno2)cc(C(=O)Nc2cccc(C(F)(F)F)c2)c1 | 0.3% | 3.5% | i | · | 12.6% | · | 4.5% | · | 4.9%
O=C(OCC(=O)N1CCN(c2ccccc2)CC1)c1ccco1 | -0.6% | 5.5% | i | -65.7% | -0.2% | -6.7% | 12.7% | -0.8% | 2.4%
S=C(NCc1ccccc1)N1CCc2ccccc2C1 | -1.4% | 4.5% | i | -1.3% | 4.8% | -4.7% | -1.3% | -3.6% | -8.6%
O=C(CCc1nc2ccccc2s1)NCc1ccccc1F | 0.8% | 7.9% | i | 10.6% | 9.4% | -2.8% | -7.8% | -1.7% | -4.6%
CN(Cc1nc(-c2cccs2)no1)CC1COCCO1 (stereo unspecified) | -0.3% | 0.0% | i | 5.7% | -0.3% | -3.4% | -5.5% | -0.1% | -2.7%
O=C(NCc1ccccc1)c1noc2c1CCCCC2 | -0.6% | 3.9% | i | 15.7% | -3.1% | -22.5% | -7.2% | -2.1% | -5.4%
C=CCn1c(SCC(=O)Nc2ccc(-c3nc4ccc(C)cc4s3)cc2)nnc1-c1ccncc1 | -0.6% | 6.8% | i | -10.3% | 11.3% | 1.6% | -12.4% | 2.5% | 4.3%
Cc1cccc2cc(CN(CC3CCCO3)C(=O)c3cccnc3)c3nnnn3c12 (stereo unspecified) | -0.5% | 8.8% | i | -1.8% | 5.3% | -3.1% | 0.0% | 1.1% | 7.6%
Cc1cccc(S(=O)(=O)C(C#N)c2nc3ccccc3nc2N2CCOCC2)c1 (stereo unspecified) | 0.5% | 17.7% | i | -50.1% | -0.7% | -1.0% | -21.5% | -1.9% | 8.8%
COc1cc(O)c(CC=C(C)C)c(O)c1C(=O)CCc1ccc(O)cc1 | 0.8% | 3.9% | i | · | 4.4% | · | 0.8% | · | 5.4%
COc1ccc(NS(=O)(=O)c2ccc(N3CCOCC3)c(NC(=O)c3ccc(F)cc3)c2)cc1 | -1.9% | 9.4% | i | 3.9% | 4.5% | -3.0% | -8.8% | -2.6% | 4.9%
CCC1=C2CC[C@H]3C(=O)N(C)C(=O)[C@H]3[C@H]2[C@@]2(Cc3ccccc3)C(=NCC(=O)OC)OC(=O)N2C1=O | 0.7% | 3.9% | i | · | 3.2% | · | -2.0% | · | -4.1%
Cc1cccc(NC(=O)C2CCCN2S(=O)(=O)c2ccc(F)cc2)c1C (stereo unspecified) | -0.2% | 4.9% | i | -2.9% | 0.8% | -0.5% | 2.7% | -2.4% | -9.8%
C/C=C/C=C/C(=O)N1CC2(CC(c3cccc(NC(=O)CCCCC)c3)=NO2)C[C@H]1C(N)=O (stereo partly specified) | -0.6% | 9.4% | i | · | 3.6% | · | -8.1% | · | 3.2%
Cc1[nH]n(-c2ccccc2)c(=O)c1C(=O)c1ccccc1 | 1.8% | 11.2% | i | · | 3.7% | · | -12.7% | · | 9.0%
NC1=NC(=O)/C(=C\c2ccsc2)S1 | -0.1% | 12.8% | i | 16.7% | 9.8% | -0.5% | -4.8% | -0.4% | 11.3%
CC[C@]12CCCN3CCc4c(n(c5ccccc45)C(=O)C1)C32 (stereo partly specified) | -0.5% | 5.7% | i | · | 2.0% | · | -6.0% | · | 2.5%
COC(=O)c1[nH]c(C)c(/C(O)=C2\C(=O)C(=O)N(CCN3CCOCC3)C2c2cccnc2)c1C (stereo unspecified) | 0.1% | -1.9% | i | -11.9% | 1.5% | -2.4% | 12.5% | · | 24.7%
O=C(NC1(C(=O)NC2CCCCC2)CCCCC1)c1ccc2c(c1)OCO2 | -0.2% | 6.8% | · | -2.4% | 3.5% | -6.3% | 7.3% | 1.4% | 1.5%
COC(=O)c1[nH]c2ccccc2c1NC(=O)/C=C/c1ccc2c(c1)OCO2 | -0.1% | 6.8% | i | 9.5% | -3.0% | -3.9% | -12.5% | 1.3% | 2.7%
COc1ccccc1CNCC(O)Cn1c2ccccc2c2ccccc21 (stereo unspecified) | -2.5% | 0.6% | i | 22.9% | -1.8% | -3.7% | 104µM* | -4.4% | 18.4%
O=C(Cn1cc2c(n1)CCCC2)NCC1CCCO1 (stereo unspecified) | 0.2% | 10.3% | i | -1.3% | -4.2% | -1.1% | 3.2% | -1.6% | 4.1%
CCOC(=O)c1c(Nc2ccccc2)sc(/C=C2\C=Nc3ccccc32)c1O | 1.3% | 6.5% | i | 8.9% | 3.6% | 0.4% | -9.1% | -0.5% | -4.3%
CC(C)(C)c1nnc2sc(SCC(=O)N3CCc4ccccc43)nn2c1=O | -1.1% | 1.0% | i | -4.4% | 11.0% | -1.4% | 4.3% | · | 0.0%
O=C1CC(c2ccc(S(=O)(=O)Nc3cc(C(F)(F)F)cc(C(F)(F)F)c3)cc2)CN1 (stereo unspecified) | -0.1% | 1.7% | i | 4.9% | -1.0% | -2.7% | -6.8% | 7.8% | 2.5%
O=C(Nc1ccc(C2CCCCC2)cc1)C1CCN(c2ncccn2)CC1 | -1.0% | · | i | -2.1% | -4.8% | -45.0% | · | -1.6% | ·
CCCCCCCCn1c2c(c(=N)c3ccccc31)CCC2 | 1.9% | 5.0% | i | · | 0.0% | -3.7% | 47.7µM* | -4.8% | 14.4%

Assay outcomes from PubChem BioAssay.
